# aDG glyco up = alpha-DG glycosylation activation | Pro5-aDG cells, alpha-DG glycosylation AlphaScreen (IIH6); 0% Pro5, 100% B10-LARGE cell signal | activation, % at 10 µM | 360,000 compounds, 0.22% hits;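 active = activation of at least 8% versus controls, or a plate z-score of at least 8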;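 also: Pro5 are CHO cells carrying HIG-tagged alpha-DG that lacks glycosylation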
# HIF-2a block = blocks HIF-2a reporter activity; AID 624352; 360,000 compounds, 0.72% hits; 786-0 RCC cells HIF-2a reporter, luciferase luminescence, overnight; inhibition, % at 18.8 µM;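 active = inhibition of the luminescence signal of 40% or more relative to plate controls, in a single-dose primary screen at 18.75 µM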
# TRPM1 prom inh = inhibitors of MITF-driven TRPM1 promoter in melanoma cells; SK-MEL-5 TRPM1 promoter luciferase, 24 h; 330,000 compounds, 0.83% hits; inhibition, % at 12.5 µM; AID 488899;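 active = mean inhibition across replicates of 60% or more, whatever share of single replicates reaches that level; inconclusive = some that reach 60%, reason not given; inactive = mean inhibition across replicates below 60%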; also: values of inactives mirror those of a sister screen read the other way
# NR2E3 ag-1 = NR2E3 (human) agonism | 320,000 compounds, 0.12% hits | AID 2300 | Q9Y5X4 | GST-NR2E3/biotin-RetCOR TR-FRET, 1536-well | inhibition of corepressor binding, % at 4.78 µM;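 active = percent inhibition above the cutoff of mean plus 3 SD of all tested compounds, set per screening campaign, cut at about 20% in these data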;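 also: 0% = DMSO wells and 100% = biotin wells as full block of FRET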
# Target sequence (Q9Y5X4 whole entry, looked up): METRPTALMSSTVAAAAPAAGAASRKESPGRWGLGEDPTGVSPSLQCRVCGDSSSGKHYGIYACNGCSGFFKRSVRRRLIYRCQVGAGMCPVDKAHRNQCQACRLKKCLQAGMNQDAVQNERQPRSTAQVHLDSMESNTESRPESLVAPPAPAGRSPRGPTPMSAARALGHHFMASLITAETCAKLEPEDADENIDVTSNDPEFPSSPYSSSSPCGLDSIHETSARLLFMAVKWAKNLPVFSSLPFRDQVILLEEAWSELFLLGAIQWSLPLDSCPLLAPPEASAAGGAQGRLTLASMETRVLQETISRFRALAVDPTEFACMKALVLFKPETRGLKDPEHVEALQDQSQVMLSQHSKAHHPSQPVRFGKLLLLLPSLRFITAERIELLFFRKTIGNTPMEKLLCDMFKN
#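 Assay system: NR2E3–RetCOR corepressor complex. Quantity: 1.35 nM GST-NR2E3. Buffer or medium: pH 7.5 Tris-based buffer. Reagent: biotinylated RetCOR corepressor at 7 nM final. Schedule: 5 h at 4 °C. Detection: TR-FRET, emission read at 617 and 671 nm. Replicates: one well per compound, singlicate testing.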
# Vif inh = HIV Vif inhibition; 340,000 compounds, 0.35% hits; AID 602346; inhibition, % at 7.49 µM; HEK293T cells, Vif self-association by quenched fluorescence, imaging, 24 h; in the data active = inhibition above about 50%, passing the limit was not always enough; inconclusive = no clear call, values can overlap the other calls; inactive = below about 31%; also: some results filed as inactive read as strong as hits
# Peg3 prom inh = inhibitors of Peg3 promoter; HeLa PEG-Prom luciferase reporter, luminescence, overnight; inhibition, % at 20 µM; AID 588405; 360,000 compounds, 1.7% hits;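 active = inhibition of at least 50% at 20 µM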
# Exocytosis inh = lytic granule exocytosis inhibition | TALL-104 LAMP-1 surface exposure, flow cytometry; cells stimulated with thapsigargin and PMA | inhibition, % at 10 µM | 360,000 compounds, 0.66% hits;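 active = inhibition above about 55%, limit read from the data; inconclusive = no clear call, values can overlap the other calls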
# PDI inh = blocks human protein disulfide isomerase activity; AID 588391; 350,000 compounds, 0.052% hits; P07237; inhibition, % at 10 µM; PDI insulin aggregation turbidity, A650, 90 min;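 active = mean inhibition across replicates of 30% or more, whatever share of single replicates reach that level; inconclusive = mean inhibition below 30% while every single replicate reaches 30%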;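 also: absorbance from insulin aggregation driven by PDI reduction with DTT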
# Target sequence (P07237 whole entry, looked up): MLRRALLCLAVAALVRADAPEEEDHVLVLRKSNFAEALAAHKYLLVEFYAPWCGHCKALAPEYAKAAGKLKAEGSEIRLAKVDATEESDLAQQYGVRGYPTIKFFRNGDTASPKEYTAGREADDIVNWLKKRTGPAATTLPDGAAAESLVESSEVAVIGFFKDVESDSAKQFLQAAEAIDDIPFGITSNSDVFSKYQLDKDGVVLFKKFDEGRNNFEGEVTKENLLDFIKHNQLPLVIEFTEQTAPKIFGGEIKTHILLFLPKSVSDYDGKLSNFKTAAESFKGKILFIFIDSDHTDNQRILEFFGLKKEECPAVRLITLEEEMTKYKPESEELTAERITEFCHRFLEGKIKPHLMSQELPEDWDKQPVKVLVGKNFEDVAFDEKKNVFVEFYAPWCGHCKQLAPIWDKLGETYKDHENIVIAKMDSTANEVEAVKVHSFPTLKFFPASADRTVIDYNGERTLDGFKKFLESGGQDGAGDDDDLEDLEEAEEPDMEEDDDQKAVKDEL
# NR2E3 ag-2 = agonists of human NR2E3 nuclear receptor. Q9Y5X4. CHO-S Gal4-NCOR/VP16-NR2E3 two-hybrid, luciferase. inhibition of corepressor binding, % at 3.98 µM. 360,000 compounds, 0.35% hits. AID 602229;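 active = inhibition above the mean of all tested compounds plus 3 SD, cut at about 70% in these data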;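 also: 0% = DMSO with NR2E3 transfected cells and 100% = cells lacking NR2E3 construct; higher means lower luciferase signal from less NR2E3 corepressor binding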
# CaV13 ICDI inh = Primary screen for inhibitors of IQ motif and Ca2+-dependent inactivation inhibitor domain binding in CACNA1D, Förster resonance energy transfer in living cells, … | 340,000 compounds, 0.098% hits | inhibition, % at 12.3 µM | AID 743397 | HEK cells, CFP/YFP FRET ICDI-IQ, plate reader, 10 min; percent FRET-ratio fall versus neutral wells;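 active = mean replicate inhibition of at least 30% and at least 1% of replicates passing that level; inconclusive = only one of the two criteria is met; inactive = neither criterion is met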;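 also: 0% = median of the neutral control wells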
# hiPSC survival = enhancers of human iPSC single-cell survival. hiPSC single-cell survival, ATPlite luminescence; 100% = ROCK inhibitor wells, 0% = DMSO. survival enhancement, % at 20 µM. AID 602274. 360,000 compounds, 0.044% hits; in the data active = survival enhancement above about 18%;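 also: cells exposed to compounds for 16 hours before the ATP read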
# * marks the source's active call; other numbers are inactive results; u = inconclusive; x = no result given. Rows were taken by chance (roughly 3.5% active in at least one column).
# The opening 6 compounds as a preview:
SMILES,aDG glyco up,HIF-2a block,TRPM1 prom inh,NR2E3 ag-1,Vif inh,Peg3 prom inh,Exocytosis inh,PDI inh,NR2E3 ag-2,CaV13 ICDI inh,hiPSC survival
CCCCN(CCCC)C(=S)NC(=O)c1ccccc1Cl,0.2,25,5,-4,-2,12,5,1,-1,-3,-2.6
COc1ccc(C2CC(=O)C3=C(C2)Nc2ccccc2N(C(=O)CCC(=O)O)C3c2ccc(F)cc2)cc1 (stereo unspecified),0.1,13,4,3,2,5,-1,3,-4,-4,0.3
O=C(CCl)NCc1cc(-c2ccc(Cl)cc2)no1,0.4,23,22,3,4,27,-1,16,9,8,-0.2
O=C(Nc1cccnc1Cl)c1cc2c(s1)-c1ccccc1OC2,0.4,-140,-97,1,-3,-166,5,0,-33,-4,-0.6
CC(C)C(NC(=O)c1ccc(C(C)(C)C)cc1)C(=O)N1CCCC1 (stereo unspecified),-0.1,-3,3,2,4,-24,-11,-7,-14,-3,0.3
CCOC(=O)c1c(NC(=O)Cn2nc(C(=O)O)c3ccccc3c2=O)sc(C)c1C,0.0,4,-12,-1,24,-9,24,0,-1,-4,0.1

# This part in full, from the first entry:
SMILES,aDG glyco up,HIF-2a block,TRPM1 prom inh,NR2E3 ag-1,Vif inh,Peg3 prom inh,Exocytosis inh,PDI inh,NR2E3 ag-2,CaV13 ICDI inh,hiPSC survival
CCCCN(CCCC)C(=S)NC(=O)c1ccccc1Cl,0.2,25,5,-4,-2,12,5,1,-1,-3,-2.6
COc1ccc(C2CC(=O)C3=C(C2)Nc2ccccc2N(C(=O)CCC(=O)O)C3c2ccc(F)cc2)cc1 (stereo unspecified),0.1,13,4,3,2,5,-1,3,-4,-4,0.3
O=C(CCl)NCc1cc(-c2ccc(Cl)cc2)no1,0.4,23,22,3,4,27,-1,16,9,8,-0.2
O=C(Nc1cccnc1Cl)c1cc2c(s1)-c1ccccc1OC2,0.4,-140,-97,1,-3,-166,5,0,-33,-4,-0.6
CC(C)C(NC(=O)c1ccc(C(C)(C)C)cc1)C(=O)N1CCCC1 (stereo unspecified),-0.1,-3,3,2,4,-24,-11,-7,-14,-3,0.3
CCOC(=O)c1c(NC(=O)Cn2nc(C(=O)O)c3ccccc3c2=O)sc(C)c1C,0.0,4,-12,-1,24,-9,24,0,-1,-4,0.1
Cc1ccccc1NC(=S)Nc1ccc2cn[nH]c2c1,0.1,-136,-1,4,4,-83,-1,5,-31,x,1.1
Cc1cc(C(=O)COC(=O)C2CC2)c(C)n1-c1ccc(F)cc1,0.2,-35,12,4,-11,-120,0,1,-17,-1,-0.5
COC(=O)C(C)(C)ONC(=O)Nc1ccccc1[N+](=O)[O-],-0.1,-9,-12,3,10,-5,-4,-2,-3,-1,0.2
CC1CCCCC1NC(=O)/C(C#N)=C/c1ccccc1F (stereo unspecified),0.7,88*,u,1,-5,96*,1,6,21,-4,-0.1
Cc1ccc(C(=O)OCn2ncc(Cl)c(Cl)c2=O)cc1,-0.4,92*,105*,6,50*,102*,42,-12,44,-4,17
O=C(NCCc1c[nH]c2ccccc12)c1cc2sccc2n1Cc1ccccc1,0.1,-7,12,0,-12,25,3,-8,-29,-3,-1.3
COc1ccc(-n2c(SCC(=O)N3CCCCC3)nc3ccccc3c2=O)cc1,0.0,15,0,x,9,0,-5,-5,-9,-17,0.3
COC(=O)c1[nH]c(C)c(/C(O)=C2\C(=O)C(=O)N(CCN(C)C)C2c2ccco2)c1C (stereo unspecified),-0.2,-7,-3,-2,1,12,1,1,-29,-8,0.0
CCOc1ccc(NC(=O)NC2CCS(=O)(=O)C2)cc1 (stereo unspecified),-0.1,2,3,4,5,-5,-6,-3,-18,-6,-0.3
C/C(=N\OCC(=O)N/N=C/c1ccc(C)cc1O)c1cccs1,0.1,-5,11,0,1,15,-2,1,-1,-5,2.4
Cc1ccc(N2CCN(C(=O)C3CCCN(c4ncnc5c4nc4n5CCCCC4)C3)CC2)c(C)c1 (stereo unspecified),0.2,9,14,5,0,23,10,11,-7,-3,-0.3
S=c1[nH]nc(Cn2nnc3ccccc32)n1-c1ccccc1,0.1,11,-4,0,-2,-1,-1,0,15,-6,0.0
CCOC(=O)/C(C#N)=C1/SC(CC)C(=O)N1c1ccc(C)cc1 (stereo unspecified),-0.2,9,2,1,5,-3,4,5,-12,-7,0.8
Cc1ccc(C(=O)C[n+]2ccc3ccccc3c2)cc1,-0.2,-92,-2,1,-26,-81,10,4,-82,-17,-0.3
OC(c1cccnc1)c1cccs1 (stereo unspecified),-0.2,-7,8,1,1,-50,0,11,0,x,-0.9
CCc1cc(=O)oc2cc(C)cc(OCC(=O)NC3CC3)c12,0.0,-3,1,-1,-3,12,-3,-1,20,-15,0.3
Cn1nc(C(=O)N2CCCCC2)c2c1-c1ccccc1S(=O)(=O)C2,-0.4,11,-1,3,-2,4,-15,0,21,-7,0.3
CN(CC(=O)Nc1ccccc1Cl)C(=O)COC(=O)C1CCN(c2ccc(C(F)(F)F)cn2)CC1,-0.1,-8,13,-1,0,11,-1,-12,-29,-5,-0.1
Cc1cc(C)cc(Nc2cnn(C34CC5CC(CC(CC(=O)O)(C5)C3)C4)c(=O)c2Cl)c1,-0.1,8,3,2,-2,7,-2,2,1,-7,-0.6
# Further entries
SMILES,aDG glyco up,HIF-2a block,TRPM1 prom inh,NR2E3 ag-1,Vif inh,Peg3 prom inh,Exocytosis inh,PDI inh,NR2E3 ag-2,CaV13 ICDI inh,hiPSC survival
Cc1ccc(-n2cc(C(=O)c3ccc(F)cc3)nn2)cc1Cl,0.2,-80,-77,0,3,-125,4,10,-34,-2,-0.5
C=CCC(=O)N1CCCC(CCC(=O)NCc2ccccc2F)C1 (stereo unspecified),0.2,0,-5,-2,18,-9,-2,-2,3,-6,0.8
COc1ccc(C2C(C#N)=C(N)OC3=C2C(=O)CC(C)(C)C3)cc1 (stereo unspecified),0.5,14,0,7,8,6,-1,0,3,3,-0.3
CCN1C(=O)N[C@@H](CCc2ccccc2)[C@H](C(C)=O)[C@H]1C,0.1,11,-9,0,0,0,-7,0,-13,-6,0.2
Cc1ccc(S(=O)(=O)Cc2ccc(C(=O)NC3CCCC3)o2)cc1,-0.2,0,2,1,-7,11,-3,0,-25,-3,5.1
O=C(NCc1cccc(F)c1F)C1CCC(=O)N(C2CCCCCC2)C1 (stereo unspecified),0.2,-7,-2,1,x,-17,-2,-9,1,x,-0.3
COc1ccc(CNC(=O)Cn2nc(C)c3c(C)n(-c4ccc(C)cc4)nc3c2=O)cc1OC,-0.1,4,14,3,-3,20,1,2,13,-3,-0.5
CC(=O)N1CCN(c2ccc(NCc3ccc4c(c3)OCO4)cc2)CC1,-0.3,7,-2,1,-1,-4,3,5,-1,-5,3.0
Cc1nc2ccccc2c(=O)n1/N=C/c1ccco1,-0.3,-8,2,3,-8,6,-4,12,6,-4,0.0
CCCS(=O)(=O)NC(=O)C1(C)CCCN(C(=O)c2ccc(SC(F)(F)F)cc2)C1 (stereo unspecified),-0.3,13,x,x,-5,9,-4,15,13,-7,7.1
Cc1nn(Cc2ccc(Cl)cc2)c(C)c1NC(=O)c1ccc([N+](=O)[O-])cc1,-0.1,13,7,-1,-12,13,-1,-17,-1,-5,0.0
COc1ccc(OCC(=O)OCC(=O)NCc2ccc(F)cc2)cc1,0.2,29,-2,-3,14,-2,3,5,-4,-7,1.0
CCOC(=O)C1(CCCc2ccccc2)CCN(C(=O)COC)CC1,0.0,-5,-7,-2,-3,3,3,8,5,-2,-0.1
COc1cccc(NS(=O)(=O)c2ccc(-c3coc(C)n3)cc2)c1,-0.4,12,-15,-1,1,1,3,-5,51,-4,-0.5
Cc1cc(C)c(NC(=O)c2ccc3nccnc3c2)c(C)c1,0.0,-5,-19,x,-6,-29,2,1,-28,-6,-0.6
C[C@@H]1CN([C@H](C)CO)C(=O)CCCn2nncc2CO[C@H]1CN(C)Cc1ccc2c(c1)OCCO2,-0.2,2,x,x,-1,-3,-2,-8,-14,-4,2.3
CN1C(C(=O)Nc2ccccn2)=C(O)c2sc(Cl)cc2S1(=O)=O,0.1,-1,0,2,-2,13,-4,-2,-18,-7,-1.0
CC(C)c1ccc(CNn2cnnc2)cc1,0.3,-4,7,3,7,-11,-9,-2,-11,-3,0.1
